# Compound activity: PubChem, several laboratories
# FXIa inh 1536 = factor XIa (human) inhibition; P03951; purified FXIa, Boc-Glu-Ala-Arg-AMC fluorogenic substrate; inhibition, % at 5 µM; actives 0.14% (n = 220,000); AID 798;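 active = inhibition of at least 40%; inactive = inhibition below 40%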;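 also: fluorescence of freed AMC excited at 355 nm; 0% = enzyme without compound and 100% = no enzyme blank; many of its hits are not listed in these tables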
# Rad51 HR inh = blocks human Rad51 in homologous recombination. hRad51 DNA strand exchange, fluorescence dequenching. actives 0.085% (n = 200,000). inhibition, % at 10 µM. AID 1385. Q06609;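 active = inhibition above 40% at the single screening dose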;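 also: 0% = DMSO control wells and 100% = blanks with heterologous ssDNA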
# Target sequence (Q06609 whole entry, looked up): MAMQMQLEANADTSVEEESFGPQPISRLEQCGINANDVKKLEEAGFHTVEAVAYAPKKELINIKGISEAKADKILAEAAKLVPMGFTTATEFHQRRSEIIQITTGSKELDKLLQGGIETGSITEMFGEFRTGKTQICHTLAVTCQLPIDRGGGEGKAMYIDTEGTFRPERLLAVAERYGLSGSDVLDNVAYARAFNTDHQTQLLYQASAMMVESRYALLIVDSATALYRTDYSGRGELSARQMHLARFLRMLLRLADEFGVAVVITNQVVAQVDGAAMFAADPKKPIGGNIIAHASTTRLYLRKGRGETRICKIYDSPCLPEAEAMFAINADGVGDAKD
#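 Test system: preformed human Rad51 ssDNA filaments. Compound dosing: single dose, 10 µM final compound. Incubation: filaments 15 min 37 °C, then compound 30 min. Technique: FRET fluorescence dequenching, excitation 485 nm, emission 520 nm. Read-out basis: percent inhibition from fluorescence, normalised to plate control and blank means. Benchmarks: plate controls and plate blanks.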
# Cl transport mod = KCC2 (human) Cl- transport modulation; Q9H2X9; KCC2 cells, thallium flux FluoZin-2 fluorescence; B-score of Tl+ flux slope (higher = more flux/activation; lower = inhibition) at 10 µM; actives 2.2% (n = 190,000); AID 1456;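 active = thallium flux slope and its plate-corrected score both differing from the plate sample mean at a set confidence after two filtering rounds, in either direction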;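 also: slope of fluorescence scaled to starting intensity during 10 to 20 s after thallium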
# TNF necrop inh = TNF-alpha cell death inhibition in Jurkat FADD-/- cells | Jurkat FADD-/- TNF necroptosis rescue, ATP luminescence, 24 h; 0 = TNF only, 100 = no-TNF cells | activation (protection from cell death), % at 10 µM | actives 0.068% (n = 220,000) | AID 463075;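 active = activation, meaning protection from cell death, of at least 50% relative to plate controls; inactive = activation below 50%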;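 also: necroptosis triggered by 40 ng/mL TNF-alpha added together with compound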
# thrombin 1536 = blocks human thrombin protease activity; actives 0.26% (n = 220,000); AID 1046; alpha-thrombin, Boc-VPR-AMC fluorogenic substrate cleavage; P00734; inhibition, % at 5 µM;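 active = inhibition at or above 40%; inactive = inhibition below 40%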;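 also: 0% = enzyme with no compound and 100% = wells without enzyme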
#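 Test system: human alpha-thrombin protein / Dosing: one concentration per compound, 5 µM, with 0.2% DMSO / Medium: pH 7.5 Tris-saline with Tween 20 / Benchmarks: no-compound enzyme wells and no-enzyme blanks / Read-out basis: percent inhibition of thrombin substrate cleavage / Timing: reaction at room temperature / Measured by: fluorescence, ex 355 nm, em 460 nm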
# FXIIa inh = factor XIIa (human) inhibition; P00748; purified FXIIa, Boc-QGR-AMC fluorogenic substrate, 2 h; inhibition, % at 5 µM; actives 0.3% (n = 220,000); AID 800; in the data active = inhibition above about 40%;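 also: 0% = enzyme with no compound and 100% = blank without enzyme; many of its hits are not listed in these tables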
# L929 necroptosis = L929 zVAD cell death inhibition | L929 zVAD necroptosis rescue, ATP luminescence, 24 h; with zVAD 60 µM | actives 0.38% (n = 220,000) | AID 1377 | viability rescue, % at 10 µM;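 active = activation, scaled between plate controls, above about 75%, limit read from the data; inactive = activation under that limit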;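 also: 0% = zVAD with DMSO and 100% = DMSO alone without zVAD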
# KLK5 inh = blocks human kallikrein 5 protease activity | recombinant hK5, fluorogenic AMC substrate cleavage | actives 0.59% (n = 210,000) | inhibition, % at 5 µM | Q9Y337 | AID 873;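 active = inhibition of 40% or more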;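 also: 0% = enzyme controls without compound and 100% = no-enzyme blanks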
# Target sequence (Q9Y337 67-293 limits assumed): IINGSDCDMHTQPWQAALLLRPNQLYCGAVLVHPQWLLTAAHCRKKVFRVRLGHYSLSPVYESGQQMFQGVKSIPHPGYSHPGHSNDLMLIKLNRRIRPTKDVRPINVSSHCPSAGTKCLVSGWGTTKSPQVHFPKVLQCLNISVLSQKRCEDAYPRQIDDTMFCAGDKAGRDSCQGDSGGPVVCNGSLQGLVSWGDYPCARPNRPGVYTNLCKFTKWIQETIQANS
# Hck-Nef inh = blocks Nef-activated human Hck kinase | P08631 | Recombinant Hck-YEEI plus Nef, Z-Lyte FRET kinase assay | inhibition, % at 20 µM | actives 0.68% (n = 220,000);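 active = Hck-Nef kinase inhibition above about 50%, limit read from the data; inactive = inhibition below that limit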;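 also: 0% = DMSO with Hck plus Nef and 100% = Hck alone without Nef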
# Target sequence (P08631 whole entry, looked up): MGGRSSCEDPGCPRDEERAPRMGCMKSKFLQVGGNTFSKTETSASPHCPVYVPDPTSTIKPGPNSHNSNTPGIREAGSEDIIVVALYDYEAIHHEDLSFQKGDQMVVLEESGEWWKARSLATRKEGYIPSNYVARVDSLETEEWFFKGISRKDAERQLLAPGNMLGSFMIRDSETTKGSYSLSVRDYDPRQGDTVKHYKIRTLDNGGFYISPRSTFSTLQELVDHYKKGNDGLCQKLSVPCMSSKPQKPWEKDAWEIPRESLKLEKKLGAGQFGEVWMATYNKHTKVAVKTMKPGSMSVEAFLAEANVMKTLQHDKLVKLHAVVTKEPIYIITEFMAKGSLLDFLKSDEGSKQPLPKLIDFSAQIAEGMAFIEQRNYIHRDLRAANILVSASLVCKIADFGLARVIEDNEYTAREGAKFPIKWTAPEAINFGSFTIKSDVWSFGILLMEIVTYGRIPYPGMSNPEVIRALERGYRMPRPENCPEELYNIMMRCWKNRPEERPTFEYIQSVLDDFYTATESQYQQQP
# * hit, by the source's call; / = no result given. The list is partial (hit frequency here may not be typical).
# Second line of a record: FXIa inh 1536	Rad51 HR inh	Cl transport mod	TNF necrop inh	thrombin 1536	FXIIa inh	L929 necroptosis	KLK5 inh	Hck-Nef inh
1	CC1(C)C2CCC1(CS(=O)(=O)NC1CCCC1)C(=O)C2 (stereo unspecified)
    -5	28	-0.16	0.6	-1	1	1.6	-12	2
2	O=C(NCc1ccccn1)C1CC(c2ccc(Cl)c(Cl)c2)=NO1 (stereo unspecified)
    10	7	0.11	-5.7	4	17	0.6	2	-1
3	Cc1ccc(N/C=C/C(=O)C(C)(C)C)c(O)c1
    -3	9	-0.18	4.2	-8	6	1.3	-21	6
4	CCOC(=O)C1(Cc2ccccc2C)CCCN(C(=O)c2cc(CC)nn2C)C1 (stereo unspecified)
    3	5	-0.022	0.0	-5	9	-0.6	4	16
5	Clc1ccc(N/N=C/c2ccncc2)cc1Cl
    8	0	0.18	2.3	-2	6	2.5	-1	0
6	NC(=O)CCN1CCN(Cc2nc(C(c3ccccc3)c3ccccc3)no2)CC1
    1	/	0.21	1.1	4	10	-0.1	/	0
7	COC(C(=O)N/N=C(\C)CC(=O)Nc1ccc(N(C)C)cc1)c1ccccc1 (stereo unspecified)
    0	4	-0.0067	2.2	-5	9	19	2	22
8	CCN(CC)S(=O)(=O)c1ccc(-c2ccc(S(=O)(=O)N(CC)CC)cc2)cc1
    -6	7	0.22	-5.8	-1	4	0.1	-5	1
9	COC(=O)N1CC(C)N(C(=O)OC)CC1C (stereo unspecified)
    -10	0	0.52	1.5	-6	0	0.0	-11	0
10	CN(C)CCCNC(=O)c1cc(Br)ccc1Cl
    3	0	/	0.6	5	7	-0.1	5	-2
11	CCn1c(CSCc2ccc(Cl)cc2)n[nH]c1=S
    1	9	0.14	0.6	-4	11	-0.6	9	16
12	CCN(CC)S(=O)(=O)c1ccc(NC(=O)CSc2nnc(-c3ccc(F)cc3)o2)cc1
    -4	-2	-1.2	-1.5	-2	-6	0.5	7	0
13	COc1cccc(NC(=O)CN2CCSc3ccccc32)c1
    0	/	0.095	1.3	-6	6	0.8	8	-17
14	c1cncc(-c2nn3cnnc3s2)c1
    1	5	/	0.0	1	7	1.3	-9	8
15	CCCNC(=O)c1nn2cc(Br)cnc2c1Br
    -2	/	/	0.6	-2	3	-0.6	-6	0
16	N#CC1=C2N=C(N)c3ccccc3N2C2=C(C(=O)CCC2)C1c1cccc(Cl)c1 (stereo unspecified)
    4	/	-1.3	-6.9	1	12	/	-7	1
17	CC(C)S(=O)(=O)C1=NSC2=NC(=O)/C(=C\c3ccc(-c4ccccc4)o3)C(=N)N21
    8	-16	-3.4	1.3	2	12	1.4	-13	3
18	COc1ccccc1CNC(=O)c1cccc2c1C(=O)N(Cc1cccnc1)C2
    3	/	-0.39	-1.0	0	10	-0.3	/	7
19	OCCC1CN(Cc2nc3ccccc3s2)CCN1C1CCCCC1 (stereo unspecified)
    -1	/	0.63	0.3	-2	8	-1.5	-6	19
20	CC(=O)OC[C@H]1O[C@H](C/C=N/O[C@@H](C)c2cn([C@H](CO)Cc3ccccc3)nn2)C=C[C@@H]1OC(C)=O
    7	/	-0.43	0.5	1	17	3.1	-7	-7
21	CCC(Oc1ccccc1)C(=O)O/N=C(\N)c1ccc(OC)c(OC)c1 (stereo unspecified)
    2	/	0.51	1.5	2	9	0.7	-1	0
22	NC(=O)c1cc2c(s1)-c1cc(Cl)ccc1SC2
    4	22	-1.4	6.1	2	5	3.4	5	14
23	Nc1ccccc1C(=O)N/N=C1/C2CN3CCN(C2)CC1(Cc1ccccc1)C3
    2	-7	-0.28	-1.3	-2	5	-0.6	-8	13
24	Cc1nc(-c2ccc(Cl)cc2)sc1C(=O)O
    -1	1	-0.04	0.4	-5	6	2.1	7	25
25	COc1ccc(OC)c(NC(=O)c2c(NC(=O)CNCc3ccco3)sc3c2CCC3)c1
    4	1	0.52	-0.6	-3	3	0.4	-29	1
26	COc1ccc(NC(=O)Cn2nc(Cc3cccnc3)c3ccccc3c2=O)c(OC)c1
    1	-11	-0.035	2.0	2	7	0.9	3	19
27	O=C(COC(=O)c1cc(=O)[nH]c(=O)[nH]1)Nc1cccc(S(=O)(=O)N2CCCCC2)c1
    6	7	0.16	0.0	/	10	0.2	0	20
28	O=C(OCCCc1ccncc1)c1ccc(S(=O)(=O)N2CCOCC2)cc1
    3	-1	/	0.3	-1	13	0.9	4	6
29	CCn1cc(Br)c(C(=O)N2CCN(c3ccccc3)CC2)n1
    4	-9	-0.53	-2.3	-7	13	0.8	-20	5
30	Cc1ccc(CSc2nc3ccccc3c(=O)n2Cc2ccco2)cc1
    8	1	1	-2.3	-3	13	-0.5	-7	7
31	COc1ccc(/C=C/C(=O)c2c(O)cc(C)oc2=O)c(OC)c1
    -13	-4	/	-10	-2	3	0.6	-8	0
32	Cc1ccc(-c2ccnc(-c3ccc(O)cc3)n2)cc1
    -3	10	0.0078	-0.1	-1	2	1.5	-6	21
33	Cc1ccc(-n2nc3ccc(NC(=O)c4cccc([N+](=O)[O-])c4C)cc3n2)cc1
    5	-6	-0.3	0.5	1	9	0.4	-7	2
34	COC(=O)CCCCCNC(=S)Nc1ccc2[nH]c(=O)[nH]c2c1
    0	2	-1	0.4	4	14	0.1	3	27
35	c1ccc(Nc2nc(NCc3ccco3)c3ccccc3n2)cc1
    1	2	-1.8	-16	-1	7	1.7	1	3
36	C=CCNC(=S)N1CCN(CCN=CC2=C(O)CC(c3cccs3)CC2=O)CC1 (stereo unspecified)
    -8	-6	/	0.6	-5	-1	-0.3	-3	0
37	C=CCOn1c(=O)c(=O)n(OCc2ccccc2)c2ccccc21
    0	1	-0.63	-0.8	3	6	-0.8	-2	0
38	Cc1sc(NC(=O)CN(Cc2ccccc2)C(=O)C2CC2)c(C(N)=O)c1C
    -4	0	-0.69	-0.8	-1	14	2.6	3	20
39	O=c1c2ccccc2oc2nc(-c3ccco3)n(-c3ccccc3)c(=O)c12
    5	-20	-0.39	-0.7	-1	16	1.1	2	2
40	COc1cccc2cc(C(=O)OCC(=O)NCc3ccc4c(c3)OCO4)c(=O)oc12
    0	/	-0.14	2.3	-11	2	0.0	0	20
41	CCOC(=O)Cc1nn(CC)c(=O)c2ccccc12
    -2	-3	0.34	-0.9	-8	10	8.0	2	16
42	COc1ccc(-c2ccc(/C=C3/C(=N)N4C(C)=CSC4=NC3=O)o2)c([N+](=O)[O-])c1
    2	/	0.83	-0.2	0	4	1.9	-8	7
43	CN(CC(=O)NCc1ccco1)S(=O)(=O)c1cccc2cccnc12
    2	2	0.034	-1.0	-5	11	-0.8	2	0
44	O=C(O)CCC(=O)OCC1CCCO1 (stereo unspecified)
    -2	-8	0.13	-3.0	1	6	-0.2	3	0
45	CCC(O)(C#CCN1CCCCC1)CC
    10	16	0.47	2.0	3	18	-0.3	-7	4
46	Cc1ccc(C)c(-c2[nH]ncc2CN2CCCC(CO)(Cc3ccccc3C)C2)c1 (stereo unspecified)
    -2	/	/	4.1	-4	0	0.7	7	-1
47	COc1ccc2cc(-c3cc(C(=O)OCC(=O)NC4CCS(=O)(=O)C4)c4ccccc4n3)ccc2c1 (stereo unspecified)
    1	2	0	-0.1	-8	-3	0.2	-27	15
48	COc1ccc2nc(Nc3ccccc3OC)sc2c1
    0	11	0.29	-3.3	1	4	1.7	2	37
49	Cc1ccc(NC(=O)COC(=O)c2ccc3c(c2)OCO3)cc1S(=O)(=O)N1CCCCC1
    5	13	-0.74	1.9	-3	4	0.5	-10	3
50	O=C(NCc1ccccc1Cl)C1CCC(CNc2c(N3CCCCC3)c(=O)c2=O)CC1 (stereo unspecified)
    -4	/	-0.13	0.7	-2	7	/	-16	-3
51	COc1ccc(C(c2nnnn2CCc2ccccc2)N2CCN(C)CC2)cc1OC (stereo unspecified)
    2	-4	-0.023	2.7	-2	8	0.5	-14	-2
52	CC1(C(=O)N(CC(=O)NC2CCCC2)Cc2ccco2)CC(=O)N=C2C=CC=CN21 (stereo unspecified)
    -2	0	/	0.7	-4	8	1.2	-13	5
53	O=C(CSc1nnc2c(n1)[nH]c1ccc(F)cc12)N1CCOCC1
    -1	1	-0.42	0.1	0	7	-0.6	2	-10
54	CCCOc1c(Br)cc(/C=N/O)cc1OC
    17	-7	0.011	-1.6	1	12	0.9	35	6
55	O=C(OCC(=O)N1CCN(C(=O)c2ccco2)CC1)c1cccc(S(=O)(=O)N2CCc3ccccc32)c1
    -7	-7	-1.3	1.2	-8	0	15	-6	24
56	O=C(NCc1ccccn1)c1ccc(Cn2cc(Br)cn2)o1
    2	-8	0.31	2.4	-20	-8	-0.2	-1	-1
57	c1ccc2c(c1)[nH]c1c(N3CCSCC3)ncnc12
    3	/	/	-7.3	-3	13	2.8	-9	2
58	COc1ccc2nc(/C=N/NC(=O)[C@@H]3CCCN3C(=O)OC(C)(C)C)ccc2c1
    -2	/	-0.37	2.5	-11	-5	2.3	-4	8
59	COc1ccc(-c2noc(CCC(=O)NC3CCCC3)n2)cc1
    4	18	-0.75	-0.2	-1	14	1.4	-1	8
60	C/C(=N\NC(=O)CCn1nnc2ccccc21)c1cccs1
    11	-7	-0.7	0.0	24	43*	-0.2	19	0

# Values in list order from the entries so far:
# FXIIa inh for nos. 51–55, in order: 8, 8, 7, 12, 0

# Back to the main list; the 2 compounds before the break are reprinted first.
# Second line of a record: FXIa inh 1536	Rad51 HR inh	Cl transport mod	TNF necrop inh	thrombin 1536	FXIIa inh	L929 necroptosis	KLK5 inh	Hck-Nef inh
59	COc1ccc(-c2noc(CCC(=O)NC3CCCC3)n2)cc1
    4	18	-0.75	-0.2	-1	14	1.4	-1	8
60	C/C(=N\NC(=O)CCn1nnc2ccccc21)c1cccs1
    11	-7	-0.7	0.0	24	43*	-0.2	19	0
61	CCCCNC(=O)C(NS(=O)(=O)c1cccc2nsnc12)c1ccccc1 (stereo unspecified)
    0	0	/	0.3	-2	14	1.2	-3	-1
62	CCCN1C2CCCC1CC(NC(=O)c1ccc(F)cc1)C2 (stereo unspecified)
    6	0	/	-0.1	-8	17	0.1	-31	2
63	Cc1ccc(S(=O)(=O)NCc2ccc(C(=O)N3CCN(Cc4ccccc4)CC3)cc2)cc1
    -2	-9	-2.6*	-5.3	3	12	-0.6	-4	4
64	COc1ccc(N(C(=O)c2ccco2)S(=O)(=O)c2ccc(F)cc2)cc1
    9	1	-0.56	14	42*	14	-0.2	0	-3
65	O=C(NCc1ccc2c(c1)OCO2)c1ccc(COc2cc(Cl)ccc2Cl)o1
    -3	12	-5.7*	-0.3	0	11	0.3	-3	0
66	COc1ccc(N(CC(=O)Nc2c(C)n(C)n(-c3ccccc3)c2=O)S(=O)(=O)c2ccccc2)cc1OC
    -4	/	-0.2	0.3	-4	5	0.7	-16	4
67	CCOC(=O)C1=C(C)NC(=O)C(C(N)=O)C12CCCCC2 (stereo unspecified)
    3	-2	/	0.6	0	7	1.0	-6	1
68	CCc1nnc(NC(=O)CSc2nnc(Cc3ccccc3)o2)s1
    6	0	/	-0.1	-5	7	2.4	-2	0
69	O=C(Cc1ccccc1)Nc1ccccc1CO
    -4	-3	-0.35	0.2	0	13	0.8	11	-1
